High-throughput results (PubChem)
UDG counter – Primary qHTS assay for inhibitors of Activation Induced Cytidine Deaminase (AID): UDG Counterscreen signal; Potency, µM (series often up to 115 µM), inactives show at the highest dose activity change, negative = inhibition, most hits filed as inhibitors; FRET deamination/UDG coupled assay, UDG read, 4 h; AID 1347430, 2020; 91,000 compounds, 0.14% hits; Uracil-DNA glycosylase; further: nearly all actives have a fitted effect of over 65% in size
AID inhibitor – Primary qHTS assay for inhibitors of Activation Induced Cytidine Deaminase (AID): AID signal. Potency, µM (top dose mostly 115 µM), inactives show at the highest dose activity change, negative = inhibition, usual class: inhibitors. Single-stranded DNA cytosine deaminase (Homo sapiens), Q9GZX7. 91,000 compounds, 0.32% hits. AID 1347428, 2020. AID deamination FRET fluorescence, UDG-coupled, 4 h; further: nearly all actives have a fitted effect of over 25% in size
Target sequence (Q9GZX7 whole entry, looked up): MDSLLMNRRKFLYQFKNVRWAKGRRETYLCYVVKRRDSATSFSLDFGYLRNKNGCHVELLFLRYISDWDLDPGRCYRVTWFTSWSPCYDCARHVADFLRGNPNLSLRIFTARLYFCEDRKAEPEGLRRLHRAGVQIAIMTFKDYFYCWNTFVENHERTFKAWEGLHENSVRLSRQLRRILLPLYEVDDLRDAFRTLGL
* hit, by the source's call; ? = inconclusive; & = joins results of further samples; [ ] = dose if it differs, or a comment. The call rests on the fitted dose curve; in most records, active means well fitted curve in the direction sought with a large enough effect; inconclusive means small, poorly fitted or top-dose-only effect, or another doubt; inactive means no such curve, though single readings can be large; an effect the other way counts as inactive or inconclusive. On the % scale 0 is the no-effect control and ±100 the full control effect; potency means the concentration at half of the fitted maximal effect. This is a subset; rates above refer to the full screens.

Start of the listing, in advance:
SMILES	UDG counter	AID inhibitor
CCc1cccc(C)c1NC(=O)CSc1nnc(CC)n2c1cc1occc12	7%	?
Cc1ccc(-n2c(SCc3nc(-c4ccc(Cl)cc4)no3)nnc2-c2ccncc2)cc1	?	35µM*
O=C(CSc1nc2ccccc2o1)OCC(=O)c1ccc(Cl)cc1	-18%	-14%
O=C(NC1CC(=O)N(c2ccc(Cl)cc2)C1)c1cccs1 (stereo not drawn)	-8%	-15%
CC(NC(=O)CC1C=CCC1)C1CCCO1 (stereo not drawn)	8%	3%
CCn1cc(C(=O)OCC(=O)Nc2cccc(Cl)c2C)c(=O)c2ccc(C)nc21	-5%	12%
O=C(c1cccc(C(F)(F)F)c1)N1CCCCCCC1	7%	-4%
CCN(C(=O)NCc1noc2ccccc12)c1cc(C)ccc1C	-10%	-1%
Cn1nc(C(=O)Nc2ccc(I)cc2)c2ccccc2c1=O	-7%	-11%
COc1ccc(C(=O)NCC(c2ccco2)S(=O)(=O)c2cccs2)cc1OC (stereo not drawn)	-1%	-9%
CCOC(=O)c1c(S(=O)(=O)NCC(=O)Nc2ccc(Cl)c(C(F)(F)F)c2)c(C)n(C)c1C	-14%	-7%
N#CC1=C(n2cccc2)N(c2ccc(Br)cn2)C2=C(C(=O)CCC2)C1c1cccc(C(F)(F)F)c1 (stereo not drawn)	-14%	-17%
COc1cccc(NC(=O)CN2CCN(c3nc(-c4ccco4)c4c(c3C#N)CCC4)CC2)c1	6%	-4%
CCOc1ccc2c(c1)c(=O)c(C(=O)c1ccc(C)cc1)cn2Cc1ccccc1OC	-5%	-28%
CC(=O)N1CCCc2cc(S(=O)(=O)N3CCCC(C(=O)N4CCN(c5ccccc5)CC4)C3)ccc21 (stereo not drawn)	-15%	-22%

All compounds of this part (from the top)
SMILES	UDG counter	AID inhibitor
CCc1cccc(C)c1NC(=O)CSc1nnc(CC)n2c1cc1occc12	7%	?
Cc1ccc(-n2c(SCc3nc(-c4ccc(Cl)cc4)no3)nnc2-c2ccncc2)cc1	?	35µM*
O=C(CSc1nc2ccccc2o1)OCC(=O)c1ccc(Cl)cc1	-18%	-14%
O=C(NC1CC(=O)N(c2ccc(Cl)cc2)C1)c1cccs1 (stereo not drawn)	-8%	-15%
CC(NC(=O)CC1C=CCC1)C1CCCO1 (stereo not drawn)	8%	3%
CCn1cc(C(=O)OCC(=O)Nc2cccc(Cl)c2C)c(=O)c2ccc(C)nc21	-5%	12%
O=C(c1cccc(C(F)(F)F)c1)N1CCCCCCC1	7%	-4%
CCN(C(=O)NCc1noc2ccccc12)c1cc(C)ccc1C	-10%	-1%
Cn1nc(C(=O)Nc2ccc(I)cc2)c2ccccc2c1=O	-7%	-11%
COc1ccc(C(=O)NCC(c2ccco2)S(=O)(=O)c2cccs2)cc1OC (stereo not drawn)	-1%	-9%
CCOC(=O)c1c(S(=O)(=O)NCC(=O)Nc2ccc(Cl)c(C(F)(F)F)c2)c(C)n(C)c1C	-14%	-7%
N#CC1=C(n2cccc2)N(c2ccc(Br)cn2)C2=C(C(=O)CCC2)C1c1cccc(C(F)(F)F)c1 (stereo not drawn)	-14%	-17%
COc1cccc(NC(=O)CN2CCN(c3nc(-c4ccco4)c4c(c3C#N)CCC4)CC2)c1	6%	-4%
CCOc1ccc2c(c1)c(=O)c(C(=O)c1ccc(C)cc1)cn2Cc1ccccc1OC	-5%	-28%
CC(=O)N1CCCc2cc(S(=O)(=O)N3CCCC(C(=O)N4CCN(c5ccccc5)CC4)C3)ccc21 (stereo not drawn)	-15%	-22%
Cc1cccc(-n2nnnc2SCn2nnc3ccccc3c2=O)c1	5%	-10%
CC(C)COc1ccc(C(=O)N2CCN(CCc3ccccn3)CC2)cc1	1%[57.5 µM]	9%[57.5 µM]
Cc1[nH]c(=O)[nH]c(=O)c1S(=O)(=O)Nc1cccc(Cl)c1C	-1%&-1%	0%&1%
[O-][n+]1ccn(O)c1	1%	3%
CCc1ccc2oc(C(=O)NCC(c3cccs3)N3CCCC3)cc(=O)c2c1 (stereo not drawn)	-3%	-5%
COC(=O)c1cc(NC(=O)CCS(=O)(=O)c2cc(Br)cc3c2N(C(=O)C2CC2)CC3)cc(C(=O)OC)c1	-1%	14%
CCCCN1CC(c2nc3ccccc3n2CCCCOc2c(C)cccc2C)CC1=O (stereo not drawn)	?	?
CC(=O)c1ccc(NC(=O)CC(C)(C)CC(=O)O)cc1	1%	-10%
CCc1ccc(OC(=O)CSc2nnc(-c3ccc4c(c3)OCO4)o2)cc1	12%	-14%
O=C(N/N=C/c1cc(-c2ccccc2)sc1Cl)c1ccccc1	3%	-6%
CCOC(=O)c1c(NC(=O)COc2c(C)cc(Cl)cc2Cl)sc2c1CCCC2	-11%	-12%
CC(Cc1cccc(F)c1)C(=O)N1CCC(C(=O)N2CCN(C)CC2)CC1 (stereo not drawn)	-2%	3%
COc1ccc(C(=O)NCC(c2ccc(N(C)C)cc2)N2CCCC2)cc1 (stereo not drawn)	-20%	-5%
OC(CNC/C=C/c1ccccc1)c1ccccc1 (stereo not drawn)	-9%	-11%
O=C(Nc1cccc(OCc2cc(=O)n3ccccc3n2)c1)Nc1cccc(C(F)(F)F)c1	5%	8%
COc1ccccc1CNC(=O)C1CCN(S(=O)(=O)c2c(C)noc2/C=C/c2c(C)cc(C)cc2C)CC1	-7%	6%
Cc1ccc(OCCN(C)C(=O)COc2ccc3c(C)cc(=O)oc3c2)cc1	-10%	-9%
O=S(=O)(NCCc1nnc2ccc(SCc3cccc(F)c3)nn12)c1ccccc1	-4%	-10%
CCN(CC)C(=O)c1ccc2oc(CN3CCN(C(=O)Nc4cccc(Cl)c4C)CC3)nc2c1	0%	-9%
Cc1ccc(-c2nc(Nc3ccc(C(=O)O)cc3)c3ccccc3n2)cc1	1%	-9%
CCS(=O)(=O)Nc1cc(-c2cn3ccc(C)cc3n2)ccc1C	4%	28%
COc1ccc(NC(=O)CSc2nc(-c3cccc(C)c3)[nH]c2-c2ccccc2)cc1OC	-12%	-11%
c1ccc(NCC2CCOC2)cc1 (stereo not drawn)	-11%	4%
Cc1cc(=O)oc2cc(OCC(=O)OCC(=O)Nc3ccc(C(C)C)cc3)ccc12	19%	-16%
Cc1cc(C)c(NC(=O)c2ccc3c(c2)CCC3)c(Cl)c1	1%	2%
O=[N+]([O-])c1ccc(/C=C/c2ccc([N+](=O)[O-])cc2)cc1	-3%	9%
COc1cccc(/C=C/C(=O)c2nc3ccccc3s2)c1OC(F)F	-4%	7%
Cc1ccc(NC(=O)C2CCN(S(=O)(=O)c3cccc4nonc34)CC2)cc1C	5%	16%
Cc1ccc(CCNC(=O)c2ccc(CSCc3ccc(C)cc3)o2)cc1	-6%	?
COc1ccc(C(=O)NCC(c2ccc(N(C)C)cc2)N2CCc3ccccc32)cc1OC (stereo not drawn)	?	?
COc1ccccc1N1CCN(c2nccnc2SCC(=O)Nc2cccc(Cl)c2C)CC1	26%	-1%
COc1cccc(/C=C(\C#N)C(=O)Nc2ccccc2C(=O)O)c1OC	12%	-2%
CCCNC(=O)NC1=C(C#N)C(C)(C)Cc2ccccc21	-5%	3%
Cc1cccc(C(=O)N2CCN(c3oc(-c4cccs4)nc3C#N)CC2)c1	?	?
CCN1CCN(C(=O)c2ccc3c(c2)N(Cc2cccc(F)c2)C(=O)c2ccccc2S3)CC1	?	?
Cc1ccccc1Cn1c(=O)n(Cc2ccco2)c(=O)c2oc3ccccc3c21	-1%	6%
CCNCC(=O)OCC	1%	-2%
C/C(CC(C)(C)c1ccccc1)=N\NC(N)=S	-5%	3%
CC1CCc2onc(C(=O)N3CCN(c4ccc(F)cc4)CC3)c2C1 (stereo not drawn)	-4%	1%
COc1ccc(C(CNC(=O)COc2ccc(C)c(C)c2)N2CCCCC2)cc1 (stereo not drawn)	-22%	?
COc1ccc(CCNC(=O)CCCn2c(=O)c3ccccc3n(CC(=O)Nc3ccc(C)cc3Cl)c2=O)cc1OC	-1%	-2%
CCOC(=O)c1cc(S(=O)(=O)NCc2ccc(Cl)cc2)[nH]n1	5%	5%
CC(Sc1nnc(C2CC2)n1Cc1ccccc1)C(=O)Nc1ccnn1C(C)C (stereo not drawn)	4%	9%
CCOC(=O)c1cc(C(O)(C(=O)OC)C(F)(F)F)c(N)o1 (stereo not drawn)	1%	-3%
CC(NC(N)=S)c1ccccc1 (stereo not drawn)	-9%	-8%
Continuation:
SMILES	UDG counter	AID inhibitor
Cc1ccc(NC(=O)Cn2ncn3c(cc4ccccc43)c2=O)cc1F	6%	25%
CC(NC(=O)COc1ccc(C#N)cc1)C12CC3CC(CC(C3)C1)C2 (stereo not drawn)	-3%	-12%
O=C(O)CN(CCOCCOCCN(CC(=O)O)CC(=O)O)CC(=O)O	7%	6%
Cc1ccc(NC(=O)C2CCN(S(=O)(=O)c3cccc4nonc34)CC2)c(Cl)c1	-3%	28%
CC1C(=O)N2CCCc3cc(S(=O)(=O)NCc4ccco4)cc1c32 (stereo not drawn)	3%	8%
CN(C)c1ccc(NC(=O)c2cccc(S(=O)(=O)NCc3cccs3)c2)cc1	3%	2%
CCc1ccc(-c2nc(C)c(C(=O)Nc3ccc4[nH]c(=O)[nH]c4c3)s2)cc1	2%	16%
COc1ccc(/C=C/C(=O)N2CCC(c3nc4ccccc4o3)CC2)cc1	-2%[57.5 µM]	-20%
CC(=O)N1CCc2cc(S(=O)(=O)NC(Cc3ccccc3)C(=O)Nc3cc(C)cc(C)c3)ccc21 (stereo not drawn)	10%	-1%
CC(=O)Nc1ccc(-c2nc(N3CCCC3)sc2C)cc1	-2%	22%
Cc1ccc(-n2c(-c3ccccc3)cc(C=Nc3ccc(C)cc3C)c2-c2ccccc2)cc1	0%	1%
Cc1c(C)c2cc(Cl)c(OCC(=O)NCCCn3ccnc3)cc2oc1=O	6%	-3%
Cc1ccc(-n2ncc3c(N4CCC(C(N)=O)CC4)ncnc32)cc1	-24%	-10%
CN1/C(=C/C(=O)C(F)(F)C(F)(F)C(F)(F)F)Sc2ccccc21	-7%	-2%
CC(C)(C)C(=O)NCCCC(=O)NC1CCCC1	6%	5%
Cc1nc2ccn(Cc3ccccc3)c(=O)c2cc1C(=O)N1CCN(c2ccccc2F)CC1	-4%	-24%
COC(=O)c1cn(CC(=O)NC2CC2)c2ccccc12	6%	15%
CCOCCCn1c(=N)c(C(=O)NCC2CCCO2)cc2c(=O)n3cc(C)ccc3nc21 (stereo not drawn)	7%	114%[activator]
Cc1cccc(-c2noc(CNC(=O)c3ccc(C)cc3C)n2)c1	-19%[57.5 µM]	10%[57.5 µM]
COc1cc(CN(C(=O)c2ccccc2Br)c2ccccn2)cc(OC)c1OC	18%	-17%
COc1cccc(OC)c1C(=O)Nc1cccc(-c2nc3cc(C)cc(C)c3o2)c1	-9%	-17%
O=C(COc1ccc(F)cc1)Nc1nnc(S(=O)(=O)N2CCCC2)s1	5%	4%
CCOC(=O)C1CCCN(S(=O)(=O)c2cc(-c3cc(C)no3)ccc2OC)C1 (stereo not drawn)	0%	6%
Brc1ccc(-c2noc(-c3ccccc3)n2)cc1	-9%	-9%
CCN(CC)c1ccc(C2C(C(=O)Nc3ccccc3C)=C(C)Nc3ncnn32)cc1 (stereo not drawn)	-4%	19%
Cc1ccccc1C(=O)NCCc1cccnc1	-2%	-7%
COCCNC(=O)Cn1cnc2sc(C)c(S(=O)(=O)N3CCN(c4ccccc4OC)CC3)c2c1=O	11%	22%
Cc1[nH]c(C)c(C=O)c1C	4%	1%
CCOc1ccccc1NC(=O)CSc1nc2c(oc3ccccc32)c(=O)n1Cc1ccco1	3%	2%
COc1cc(NC(=O)C(Cc2ccccc2)n2c(=O)[nH]c3ccccc3c2=O)cc(OC)c1 (stereo not drawn)	-1%	3%
Cc1ccccc1NC(=O)Cn1cc(C(=O)c2ccco2)c2ccccc21	-6%	0%
COc1ccc(C2C(C(=O)Nc3ccccc3)=C(C)Nc3nc(-c4ccc(Cl)cc4)nn32)cc1 (stereo not drawn)	?	-24%
CN1c2ccc(Cl)cc2-c2nc(SCC(=O)NCc3ccc(F)cc3)ncc2S1(=O)=O	-18%	40%[activator]
COc1ccc(-c2ccc(=O)n(CC(=O)Nc3ccccc3C(F)(F)F)n2)cc1	-22%[57.5 µM]	?
O=c1c2ccccc2c(-c2cccs2)nn1CC(O)COCc1cccs1 (stereo not drawn)	-2%	-12%
CCc1ccc(CNC(=O)c2ccc3c(c2)nc2n3CCOC2)cc1	0%	-3%
COc1cc(Cl)c(C)cc1Nc1ncnc2c1nc1n2CCCC1	-1%	-14%
COc1cc(C(C)=O)ccc1OCC(O)CN(C)Cc1sccc1C (stereo not drawn)	5%	-3%
Cc1ccc(N(CC(=O)NCCc2ccc(Cl)cc2)S(=O)(=O)c2c(C)noc2C)cc1	-13%	1%
Cc1cc(C)c2c(CC(=O)Nc3nnc(CC(C)C)s3)coc2c1	2%	-6%
Cc1cccc(-c2cc(C(=O)O)c3ccccc3n2)c1	-2%	2%
CCc1ccccc1NC(=O)Cn1c(=O)n(-c2ccc(CC(=O)NCC3CCCO3)cc2)c(=O)c2ccccc21 (stereo not drawn)	3%	7%
CCOc1ccccc1NC(=O)C(CC)n1c(C(=O)OC)cc2occc21 (stereo not drawn)	-2%	14%
CCOc1ccc(NC(=O)Cn2nnc(C(=O)OC)c2C(=O)OC)cc1	17%	-12%
Cc1ccc(S(=O)(=O)NCCO)cc1C(=O)O	4%	4%
CC1=C(C(=O)Nc2ccccc2)C(c2ccc(C)cc2)NC(=S)N1 (stereo not drawn)	4%	6%
O=C(CCC(=O)c1ccccc1)Nc1ccc(F)c(Cl)c1	6%	-5%
Cc1ccccc1-c1nnc2sc(NC(=O)c3ccccc3)nn12	-1%	-7%
